# GRK2 inh = inhibitors of human GRK2 displacing RNA aptamer | bead flow cytometry, FAM-aptamer displacement from GRK2 | inhibition of aptamer binding, % at 10 µM | AID 488847 | actives 0.59% (n = 330,000);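 active = inhibition of aptamer binding above 40%, roughly 3 SD of noise, on plates passing a quality check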;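 note: median bead fluorescence of bound FAM aptamer so fluorescent compounds give negative values; no value below 0 was filed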
# Fam108B inh = Fam108B inhibition, counter-screen for RBBP9 inhibitors; inhibition, % at 9.51 µM; actives 0.33% (n = 300,000); recombinant Fam108B, FP-Rh probe fluorescence polarization;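 active = inhibition above the screen mean inhibition plus 3 SD, computed separately per campaign, cut at about 18% in these data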;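 note: inhibitors lower polarization as less probe binds the enzyme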
# VLA-4 inh = inhibition in a human VLA-4 binding assay; P13612; VLA-4 expressing cells, ligand binding flow cytometry; inhibition, % (about 7 µM as worked out from the volumes in the protocol); actives 0.2% (n = 330,000); AID 2557; in the data active = inhibition above about 50%
# PME-1 primary = PME-1 (human) inhibition | Q9Y570 | recombinant PME-1, FP-Rh probe fluorescence polarization | inhibition, % at 5.9 µM | actives 0.53% (n = 320,000);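 active = inhibition above the campaign mean of all compounds plus 3 SD, cut at about 26% in these data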;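 note: competitive labeling of PME-1 active site by serine hydrolase directed probe; 0% = PME-1 with DMSO and 100% = wells lacking PME-1 enzyme; inhibitors block probe labeling so polarization falls and inhibition rises; many of its hits are not listed in these tables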
# Target sequence (Q9Y570 whole entry, looked up): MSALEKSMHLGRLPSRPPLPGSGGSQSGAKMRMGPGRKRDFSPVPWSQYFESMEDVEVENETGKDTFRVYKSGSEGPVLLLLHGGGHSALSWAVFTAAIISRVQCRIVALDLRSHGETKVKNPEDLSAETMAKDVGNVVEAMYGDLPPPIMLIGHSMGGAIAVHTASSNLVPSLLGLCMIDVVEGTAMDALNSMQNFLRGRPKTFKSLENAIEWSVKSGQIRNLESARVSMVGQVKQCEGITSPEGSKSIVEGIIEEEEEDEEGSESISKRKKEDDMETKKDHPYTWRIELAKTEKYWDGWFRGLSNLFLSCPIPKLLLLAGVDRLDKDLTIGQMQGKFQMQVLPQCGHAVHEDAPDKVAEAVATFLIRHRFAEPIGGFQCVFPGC
# Efflux pump mplx = blocks antifungal efflux pumps in multiplex yeast assay; S. cerevisiae Candida pump triplex, Nile Red efflux; inhibition, % at 10 µM; actives 0.44% (n = 330,000);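 active = plate passing quality check with inhibition over a set limit, or well fluorescence over plate mean plus 4 SD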;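 note: Nile Red retained in pooled yeast measured as flow cytometry median fluorescence; 0% = buffer negative control and 100% = Enniatin B positive control; higher means more Nile Red kept so more efflux inhibition; some compounds called inactive have numbers as strong as hits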
# GLD-1 TGE inh = GLD-1-TGE RNA interaction inhibition (C. elegans); purified GLD-1 + fluorescein TGE RNA, fluorescence polarization; inhibition, % at 5.96 µM; actives 0.44% (n = 320,000);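 active = percent inhibition above a per-plate cutoff, the plate mean of test compounds plus 3 SD, cut at about 30% in these data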;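 note: 0% = DMSO wells with GLD-1 and probe and 100% = wells lacking GLD-1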
# Target sequence (Q17339 whole entry, looked up): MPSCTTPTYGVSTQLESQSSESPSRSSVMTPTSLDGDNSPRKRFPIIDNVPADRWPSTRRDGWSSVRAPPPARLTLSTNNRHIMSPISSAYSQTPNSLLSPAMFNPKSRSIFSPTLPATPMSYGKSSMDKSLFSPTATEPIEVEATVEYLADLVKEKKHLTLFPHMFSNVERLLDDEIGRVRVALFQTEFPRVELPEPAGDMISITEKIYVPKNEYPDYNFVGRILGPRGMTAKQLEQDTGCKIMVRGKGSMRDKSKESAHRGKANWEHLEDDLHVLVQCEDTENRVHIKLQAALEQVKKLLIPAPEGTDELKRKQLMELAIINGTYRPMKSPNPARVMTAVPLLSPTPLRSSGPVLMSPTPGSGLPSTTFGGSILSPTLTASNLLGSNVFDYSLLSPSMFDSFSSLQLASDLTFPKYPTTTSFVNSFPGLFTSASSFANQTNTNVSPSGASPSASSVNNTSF
# MEX-5 binding = C. elegans MEX-5 TCR-2 RNA binding activity; Q9XUB2; MEX-5/FITC-TCR2 RNA binding, fluorescence polarization; hits give low values; activity score (negative = inhibition of binding), % at 10 µM; actives 0.38% (n = 300,000);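 active = inhibition past about -25% in most replicates, and total fluorescence under double the plate's negative control median, limit read from the data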;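 note: 0% = DMSO and -100% = 5 µM competing unlabeled TCR2 RNA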
# Bcl-xL primary = blocks human Bcl-xL binding to Bim BH3 peptide; actives 0.7% (n = 320,000); Q07817; GST-Bcl-xL / FITC-Bim BH3 peptide fluorescence polarization; inhibition, % at 10.9 µM; AID 2129;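 active = inhibition above the mean of all tested compounds plus 3 SD, cutoff set per campaign, cut at about 30% in these data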;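 note: 0% = DMSO wells and 100% = unlabeled Bim-BH3 peptide competitor; inhibitors lower millipolarization by displacing the labeled peptide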
# MCL1 BIM primary = inhibitors of human MCL1 binding to BIM-BH3 peptide. actives 0.68% (n = 320,000). AID 2057. GST-MCL1 / FITC-Bim-BH3 fluorescence polarization. Q07820. inhibition, % at 10.9 µM;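 active = inhibition above the mean inhibition of all tested compounds plus 3 SD, set per campaign, cut at about 40% in these data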;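 note: 0% = DMSO wells and 100% = unlabeled Bim-BH3 peptide control; higher means more loss of mP so more displacement of Bim peptide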
# Starred values were filed as active, the others as inactive; x = not tested or not shown.
# Results follow in this order: GRK2 inh	Fam108B inh	VLA-4 inh	PME-1 primary	Efflux pump mplx	GLD-1 TGE inh	MEX-5 binding	Bcl-xL primary	MCL1 BIM primary
CCn1c(C)nc2cc(C(=O)NNC(=O)Nc3ccc(Cl)c(Cl)c3)ccc21
→ 0	-15	-3	-14	0.2	6	-0.1	3	4
Cc1ccc(N(C(=O)Cn2nnc(-c3ccc(F)cc3)n2)C(CC(C)C)C(=O)NCC2CCCO2)cc1 (stereo unspecified)
→ 1	1	23	1	0.0	-4	-1.0	2	1
C=CCOc1ccc(CN(C)C(=O)CN2C(=O)c3ccccc3C2=O)cc1
→ 1	-3	10	-4	0.1	5	2.3	3	0
C/C(CC(=O)Nc1ccc(Cl)cc1Cl)=N\NC(=O)C(=O)NCCO
→ 0	1	2	6	0.0	-1	x	0	6
O=C1NC2=C(C(=O)CCC2)C(c2ccc(OC(F)F)cc2)N1 (stereo unspecified)
→ 0	1	5	-7	0.1	-3	-0.1	4	1
NC(=O)c1ccsc1NC(=O)c1ccc(S(=O)(=O)N2CCCCC2)cc1
→ 1	-5	-19	-3	0.2	1	1.8	5	3
O=C(Cn1nnc(-c2cccc(C(F)(F)F)c2)n1)NC1CCCC1
→ 0	-2	4	0	0.0	0	0.4	-1	0
CCC1=C(OC(=O)N(CC)CC)N2C(=O)OC(=NCC(=O)OC)[C@]2(Cc2ccccc2)[C@H]2C1=CC[C@H]1C(=O)NC(=O)[C@H]12
→ 0	-2	12	3	-0.2	0	-0.5	-1	-15
O=C(CC(SCCO)c1ccc(F)cc1)c1ccco1 (stereo unspecified)
→ 1	-5	4	0	-0.2	4	-1.0	1	-2
COc1cccc(CN2CCc3ccc(NC(=O)CCc4ccc(C)cc4)cc3C2)c1O
→ 0	-3	0	3	0.1	-1	-1.0	3	11
O=C(Nc1c(Cl)cccc1Cl)C1CCC1
→ 0	7	1	1	0.3	8	1.8	0	5
Cc1nc(NC(=O)CC(C)C)sc1-c1csc(Nc2ccc(Cl)cc2)n1
→ 1	11	5	2	0.3	-3	-0.5	-1	-9
CC(C)(C)NS(=O)(=O)c1ccc2nc(NC(=O)Cc3cccs3)sc2c1
→ 0	-2	-2	0	0.1	3	-1.0	-1	-6
Cn1ccnc1C1CCCCN1Cc1nc(-c2ccc3c(c2)OCO3)no1 (stereo unspecified)
→ 1	0	12	3	0.0	2	1.1	7	9
COc1cccc(-c2nn(-c3ccc(C)cc3)cc2C(=O)N2CCc3cc(OC)c(OC)cc3C2)c1
→ 1	-8	16	0	0.1	4	1.0	5	1
COc1cc2c(cc1OC)C(C)=NC1(CCCCC1)C2
→ 0	2	16	-1	-0.1	-6	-1.2	-2	-8
CN(CC(=O)Nc1ccc(F)cc1)C(=O)COc1ccc([N+](=O)[O-])cc1Cl
→ 0	-7	7	-6	0.4	-1	1.5	-3	-5
Cc1cccc(N=C(N2CCOCC2)P(=O)(N2CCOCC2)N2CCOCC2)c1
→ 0	2	-9	4	-0.1	2	1.4	6	3
O=C(COC(=O)c1n[nH]c(=O)c2ccccc12)NC1CCCCC1
→ 2	x	6	9	0.0	10	x	-5	4
CCN1CCN(S(=O)(=O)c2ccc(OC)c3ccccc23)CC1
→ 0	-10	41	0	0.0	-2	2.4	3	3
Cc1cccc(NC(=O)CNc2cc(C)ccc2C)c1
→ 0	3	12	2	0.1	-1	1.2	3	-2
Cc1nnc(-c2ccccc2)c[n+]1[O-]
→ 0	4	6	-1	0.1	-1	-0.8	6	5
Cc1ccc(CS(=O)(=O)c2ccccc2-c2nnc(-c3ccc(Cl)cc3)o2)cc1
→ 3	-2	-2	2	0.0	3	2.7	2	7
Cc1cc(C)n2nc(C(=O)Nc3ccc(S(=O)(=O)N4CCCCC4)cc3)nc2n1
→ 1	1	-3	-3	-0.1	-1	1.4	4	-4
O=C(c1ccc(S(=O)(=O)Nc2ccccc2Cl)cc1)N1CCOCC1
→ 0	1	5	-2	0.0	8	-1.3	8	7
O=C(Nc1nccs1)C1CCN(S(=O)(=O)c2ccc(F)cc2)CC1
→ 2	1	3	9	-0.2	10	-0.5	6	6
CC(C)(C)NC(=O)NC(=O)COC(=O)c1cccc(NS(=O)(=O)c2ccc(F)c(F)c2)c1
→ 21	3	0	-2	-0.2	-4	3.5	-2	1
COc1ccc(/C=C/C(=O)c2ccc([N+](=O)[O-])o2)cc1
→ 0	9	-20	5	0.0	0	1.4	-1	5
O=C(O)c1cccc(Cn2c(Cl)c(/C=N/NC(=O)c3ccco3)sc2=O)c1
→ 2	2	11	-2	-0.1	8	-1.1	-1	1
CCOc1ccc(S(=O)(=O)NC(C)C)cc1C(N)=O
→ 3	0	0	-2	-0.1	-2	0.7	2	3

# Next part.
# Results follow in this order: GRK2 inh	Fam108B inh	VLA-4 inh	PME-1 primary	Efflux pump mplx	GLD-1 TGE inh	MEX-5 binding	Bcl-xL primary	MCL1 BIM primary
O=C(Cn1cccc1)N1CCN(C(c2ccccc2)c2ccccc2)CC1
→ 2	-5	0	0	-0.1	2	1.0	4	6
COc1ccccc1-n1c(=O)oc2ccc(Cl)cc2c1=O
→ 0	2	7	-2	-0.1	-1	x	6	6
CS(=O)(=O)c1ccc(CNC(=O)C2(C(F)(F)F)C/C(=C/CCO)CCCO2)cc1 (stereo unspecified)
→ 1	5	-2	-1	-0.1	-6	1.2	10	11
Cc1ccc(Nc2nc(C)nc3c2oc2ccccc23)cc1
→ 1	-3	24	12	0.0	6	-0.6	6	7
CCOC(=O)N1CCN(C(=O)CSc2ccc3nnc(CCNC(=O)c4ccccc4)n3n2)CC1
→ 0	-4	4	0	0.2	5	5.4	1	6
CC(=O)c1cc2c(C)c(C(=O)c3ccccc3)oc2cc1O
→ 1	-4	-14	0	0.3	2	7.7	-2	-4
Cc1nc2ccccc2n1CC(O)Cn1c2ccccc2c2ccccc21 (stereo unspecified)
→ 0	5	-1	1	0.6	3	-0.3	6	4
CCOc1cccc2cc(-c3nnc(NCc4ccco4)s3)c(=O)oc12
→ 5	-12	-1	13	0.0	-1	-13	7	9
Cc1cccc(NC(=S)N2CCCCC2)c1
→ 7	-4	22	-8	0.0	-3	2.3	2	7
CCN(CC(=O)Nc1cccc(OC)c1)C(=O)c1cccc(S(=O)(=O)N2CCc3ccccc32)c1
→ 2	x	3	3	0.0	-1	x	-5	-16
COc1ccc(C(=O)N2CCC(C(=O)Nc3ccc4c(c3)OCCO4)CC2)cc1
→ 1	1	5	2	0.1	11	2.4	2	7
CCCC[n+]1ccn(-c2nc3ccccc3nc2[N-]S(=O)(=O)c2ccccc2)c1
→ 0	2	4	0	0.0	3	1.1	2	4
O=C(Nc1cccc(NC(=O)C2CC2)n1)C1CC1
→ 8	1	1	-7	0.1	21	-4.2	22	18
Cc1ccc2oc(=O)n(CC(=O)O)c2c1
→ 0	-2	20	0	-0.1	1	-0.3	-2	0
Cc1nnc(N/N=C/c2ccco2)n1N
→ 0	0	2	1	-0.1	6	-1.9	-3	-1
O=C(CCC(=O)N(CC(=O)NC1CCCC1)c1ccccc1F)Nc1nccs1
→ 2	3	0	5	-0.1	5	4.0	-3	0
O=C(CCCCCn1c(=O)[nH]c2ccsc2c1=O)N1CCN(C2CCCCC2)CC1
→ 3	1	-9	1	-0.4	7	x	8	3
COc1ccccc1/C=N/NC(=O)c1ccc(Br)cc1
→ 2	-1	18	4	0.0	0	-0.4	0	-1
COc1ccc(C2(CNC(=O)Cc3ccccc3)CCCC2)cc1OC
→ 1	-4	18	2	-0.1	5	1.6	6	-1
CS(=O)(=O)NCCSCc1c(F)cccc1Cl
→ 2	0	11	-4	0.0	1	-1.2	4	7
CN(C)C(=S)Nc1ccc2c(c1)OCO2
→ 0	0	-4	1	0.0	-7	-0.6	9	13
Cc1cc(C)cc(OCC(=O)N2N=C(c3cccnc3)CC2(O)C(F)(F)F)c1 (stereo unspecified)
→ 0	3	11	12	0.1	0	-0.3	2	4
COc1cc(O)c(C(CCN2CCN(c3ccccc3)CC2)c2ccc3c(c2)OCO3)c(OC)c1 (stereo unspecified)
→ 1	1	2	-1	0.4	2	3.1	3	-3
O=C(O)c1cccc(N2C(=O)CSC2c2c(F)cccc2Cl)c1 (stereo unspecified)
→ 0	0	6	-4	0.3	-2	2.6	-3	-2
COc1ccc(C(=O)Nc2cccc(NC(=O)c3cccs3)c2)cc1
→ 0	-10	7	-15	-0.1	13	0.6	-1	7
O=C(Nc1ccc(Cl)cn1)C1COc2ccccc2O1 (stereo unspecified)
→ 0	0	2	-8	0.2	3	-0.8	-5	-11
O=C(Nc1nnc(SCCN2CCOCC2)s1)C1CC(=O)N(c2ccc(F)cc2)C1 (stereo unspecified)
→ 11	3	-11	1	0.0	-5	1.6	4	2
C=CCOc1ccccc1CNCCNC(=O)c1nonc1N
→ 0	-5	-5	-2	0.1	-5	-1.6	5	6
CCCC(=O)OCC(=O)Nc1cc(C(C)(C)C)nn1-c1ccccc1
→ 0	2	8	5	0.1	-6	x	0	4
Cc1cccc(Nc2nc(N3CCCCC3)nc(N3CCCCC3)n2)c1
→ 3	-2	-4	-1	0.0	-7	-0.2	0	3
CC1CC(C)CN(CCCNC(=O)c2cc3c(=O)[nH]c4ccccc4c3n2C)C1 (stereo unspecified)
→ 0	0	2	0	-0.3	3	0.8	4	0
COC(=O)c1ccc(-n2nnnc2SC)cc1
→ 0	-4	23	0	0.1	7	2.2	-2	-2

# Quoted from the results shown, nine compounds:
# Results follow in this order: GRK2 inh	Fam108B inh	VLA-4 inh	PME-1 primary	Efflux pump mplx	GLD-1 TGE inh	MEX-5 binding	Bcl-xL primary	MCL1 BIM primary
O=C(Cn1cccc1)N1CCN(C(c2ccccc2)c2ccccc2)CC1
→ 2	-5	0	0	-0.1	2	1.0	4	6
COc1ccccc1-n1c(=O)oc2ccc(Cl)cc2c1=O
→ 0	2	7	-2	-0.1	-1	x	6	6
CS(=O)(=O)c1ccc(CNC(=O)C2(C(F)(F)F)C/C(=C/CCO)CCCO2)cc1 (stereo unspecified)
→ 1	5	-2	-1	-0.1	-6	1.2	10	11
Cc1ccc(Nc2nc(C)nc3c2oc2ccccc23)cc1
→ 1	-3	24	12	0.0	6	-0.6	6	7
CCOC(=O)N1CCN(C(=O)CSc2ccc3nnc(CCNC(=O)c4ccccc4)n3n2)CC1
→ 0	-4	4	0	0.2	5	5.4	1	6
CC(=O)c1cc2c(C)c(C(=O)c3ccccc3)oc2cc1O
→ 1	-4	-14	0	0.3	2	7.7	-2	-4
Cc1nc2ccccc2n1CC(O)Cn1c2ccccc2c2ccccc21 (stereo unspecified)
→ 0	5	-1	1	0.6	3	-0.3	6	4
CCOc1cccc2cc(-c3nnc(NCc4ccco4)s3)c(=O)oc12
→ 5	-12	-1	13	0.0	-1	-13	7	9
Cc1cccc(NC(=S)N2CCCCC2)c1
→ 7	-4	22	-8	0.0	-3	2.3	2	7

# The list is partial. The share of hits here may be higher or lower than overall.
